DT40 TDP1 no CPT – qHTS for Inhibitors of human tyrosyl-DNA phosphodiesterase 1 (TDP1): qHTS in cells in absence of CPT | Potency, µM (doses to about 46.2 µM), for inactives: top-dose activity change, negative = growth inhibition, hits mostly inhibitors | 15% of 420,000 active | DT40 Tdp1-/- hTDP1 cells, no CPT, ATP luminescence, 48 h | AID 686978, 2013; note: nearly all actives have a fitted effect of over 55% in size
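Luminescent ATP content (CellTiter-Glo) served as the growth readout. Knockout chicken DT40 cells expressing human TDP1 were exposed to compounds without camptothecin for a minimum 48 hr at 37 °C.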
TDP1 inh – qHTS Assay for Inhibitors of Tyrosyl-DNA Phosphodiesterase (TDP1) | 0.28% of 350,000 active | Potency, µM (titrated, usually from 130 µM), for the others: at the highest dose activity change, negative = inhibition, actives largely listed as inhibitors | AID 485290, 2010 | Tyrosyl-DNA phosphodiesterase 1 (Homo sapiens), Q9NUW8 | recombinant TDP1, AlphaScreen DNA substrate cleavage; note: nearly all actives have a fitted effect of over 40% in size
Target sequence (Q9NUW8 whole entry, looked up): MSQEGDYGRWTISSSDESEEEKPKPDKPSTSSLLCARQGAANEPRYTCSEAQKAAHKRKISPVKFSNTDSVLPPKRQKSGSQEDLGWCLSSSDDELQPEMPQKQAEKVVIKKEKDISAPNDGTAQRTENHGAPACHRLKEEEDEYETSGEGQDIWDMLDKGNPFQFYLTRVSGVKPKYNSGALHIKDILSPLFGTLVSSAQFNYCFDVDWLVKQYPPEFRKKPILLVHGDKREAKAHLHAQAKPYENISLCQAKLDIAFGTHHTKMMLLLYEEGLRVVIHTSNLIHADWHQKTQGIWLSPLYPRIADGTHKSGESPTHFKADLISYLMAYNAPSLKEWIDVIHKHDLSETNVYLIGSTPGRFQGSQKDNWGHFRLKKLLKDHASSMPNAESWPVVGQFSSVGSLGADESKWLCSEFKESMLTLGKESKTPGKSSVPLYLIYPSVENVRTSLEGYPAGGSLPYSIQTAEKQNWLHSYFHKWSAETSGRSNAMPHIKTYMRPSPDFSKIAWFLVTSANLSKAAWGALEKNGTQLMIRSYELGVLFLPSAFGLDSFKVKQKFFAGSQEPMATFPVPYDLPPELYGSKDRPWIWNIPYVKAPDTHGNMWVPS
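E. coli-derived human Tdp1, 1 nM final. Cpd preinc 15 min RT; substrate 15 nM final, 5 min RT; AS bead mix 10 ug/ml final, 10 min RT. Signal loss = tyrosine-FITC cleavage. No-enzyme wells = max signal.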
N370S GC – qHTS Assay for Inhibitors and Activators of N370S glucocerebrosidase as a Potential Chaperone Treatment of Gaucher Disease | Potency, µM (highest dose often 59.4 µM), for inactives: at the top dose activity change, negative = inhibition, usual class: inhibitors | AID 2101, 2009 | N370S GC spleen homogenate, 4MU-glucoside fluorescence | 0.092% of 330,000 active | Lysosomal acid glucosylceramidase (Homo sapiens), P04062;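 note: 0% = full enzyme activity and -100% = no enzyme basal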
* = called active by the depositor; ? = inconclusive; / = not tested or not shown; & = joins results of further samples; [ ] = remark or other dose. Calls come from the whole dose curve; as a rule, active = well fitted curve in the direction sought with a large enough effect; inconclusive = small, poorly fitted or top-dose-only effect, or another doubt; inactive = no such curve, though single readings can be large; an effect the other way counts as inactive or inconclusive. Unless noted, % is set by controls: 0 for no effect and ±100 for the full control effect; potency is the fitted concentration of half-maximal effect. An excerpt. The share of hits here may be higher or lower than overall.

structure	DT40 TDP1 no CPT	TDP1 inh	N370S GC
Cc1cc(C)n(-c2ncnc3sc(C)c(C)c23)n1	3%	-3%	-1%
COc1ccc(NC(=O)Cn2nc(C)c([N+](=O)[O-])c2C)cn1	-5%	0%	3%
COc1ccc(NC(=O)CC2C(=O)N(c3ccc(F)cc3)C(=O)N2Cc2ccco2)cc1 (stereo not given)	2%	3%	/
Cn1cc(-c2nc3cnc(N4CCOCC4)nc3n(C3CC3)c2=O)c2ccccc21	-6%	/	13%
Cc1ccc2cc(C)c(SCC(=O)Nc3cc(C)on3)nc2c1	-3%	/	0%
CCCCOc1ccccc1Cn1c(=O)oc2ccccc21	?	-4%	30%
CCc1cccc(NC(=O)CCN2C(=O)c3ccccc3Sc3ncccc32)c1	?	-3%	/
O=S(=O)(Cc1ccccc1)c1ccccc1-c1nnc(-c2ccccc2)o1	16µM*	-4%	2%
CCN(CC)c1ncnc2scc(C3COc4ccccc4O3)c12 (stereo not given)	?	-2%	7%
CCCCN(C(=O)NC(=O)Nc1ccccc1C)S(C)(=O)=O	-13%	5%	1%
CN(C)c1ccc(/C=C/c2cc[n+]([O-])cc2)cc1	/	2%	-4%
COc1cc(/C=N/NC(=O)c2c(-c3ccccc3)noc2C)cc(OC)c1OC	?	6%	-16%
COc1ccc(CNC(=O)C(c2ccncc2)N(C(=O)Cc2cccs2)c2cccc(C)c2)cc1 (stereo not given)	-20%	4%	12%
O=C(/C(=C(/[O-])c1ccccc1)[n+]1ccccc1)c1ccc([N+](=O)[O-])cc1	0%	-8%	-1%
COc1ccc(N(CC(=O)Nc2ccc3c(c2)OCO3)S(=O)(=O)c2ccccc2)c(OC)c1	18µM*	3%	8%

14 of these compounds in another layout.
Below each compound: DT40 TDP1 no CPT | TDP1 inh | N370S GC
COc1ccc(NC(=O)Cn2nc(C)c([N+](=O)[O-])c2C)cn1
 : -5% | 0% | 3%
COc1ccc(NC(=O)CC2C(=O)N(c3ccc(F)cc3)C(=O)N2Cc2ccco2)cc1 (stereo not given)
 : 2% | 3% | /
Cn1cc(-c2nc3cnc(N4CCOCC4)nc3n(C3CC3)c2=O)c2ccccc21
 : -6% | / | 13%
Cc1ccc2cc(C)c(SCC(=O)Nc3cc(C)on3)nc2c1
 : -3% | / | 0%
CCCCOc1ccccc1Cn1c(=O)oc2ccccc21
 : ? | -4% | 30%
CCc1cccc(NC(=O)CCN2C(=O)c3ccccc3Sc3ncccc32)c1
 : ? | -3% | /
O=S(=O)(Cc1ccccc1)c1ccccc1-c1nnc(-c2ccccc2)o1
 : 16µM* | -4% | 2%
CCN(CC)c1ncnc2scc(C3COc4ccccc4O3)c12 (stereo not given)
 : ? | -2% | 7%
CCCCN(C(=O)NC(=O)Nc1ccccc1C)S(C)(=O)=O
 : -13% | 5% | 1%
CN(C)c1ccc(/C=C/c2cc[n+]([O-])cc2)cc1
 : / | 2% | -4%
COc1cc(/C=N/NC(=O)c2c(-c3ccccc3)noc2C)cc(OC)c1OC
 : ? | 6% | -16%
COc1ccc(CNC(=O)C(c2ccncc2)N(C(=O)Cc2cccs2)c2cccc(C)c2)cc1 (stereo not given)
 : -20% | 4% | 12%
O=C(/C(=C(/[O-])c1ccccc1)[n+]1ccccc1)c1ccc([N+](=O)[O-])cc1
 : 0% | -8% | -1%
COc1ccc(N(CC(=O)Nc2ccc3c(c2)OCO3)S(=O)(=O)c2ccccc2)c(OC)c1
 : 18µM* | 3% | 8%

More results.
structure	DT40 TDP1 no CPT	TDP1 inh	N370S GC
O=C(NC1CCS(=O)(=O)C1)N1CCCCC1 (stereo not given)	6%	1%	2%
NS(=O)(=O)c1ccc(CNC(=O)C2CCCN2C(=O)c2cccs2)cc1 (stereo not given)	-9%	0%	/
Cc1ccc(Nc2nc(NCCCN3CCOCC3)nc(N)c2[N+](=O)[O-])cc1C	18µM*	4%	-9%
CC(CCc1ccccc1)NC(=O)CNc1cccc([N+](=O)[O-])c1 (stereo not given)	?	/	-16%
Cn1nc(-c2ccccc2)c(-c2ccccc2)c(C(=O)Nc2ccccc2C(N)=O)c1=O	?	9%	/
Cc1ccc(-c2nc3c(=O)n(C)c4ccccc4c3o2)cc1	?	-2%	9%
Cc1cc(C)c(NC(=O)CS(=O)CC(=O)N2CCN(c3ccc(F)cc3)CC2)c(C)c1 (stereo not given)	?	5%	2%
CO/N=C(/C(=O)N[C@H]1C(=O)N2C(C(=O)O)=C(COC(C)=O)CSC12)c1csc(N)n1 (stereo not given in full)	-3%	?	-1%
COc1ccccc1NC(=O)Nc1ncccc1C	-19%	1%	19%
COc1ccccc1N(C(=O)CNC(=O)c1ccco1)C(C(=O)NC1CCCC1)c1ccncc1 (stereo not given)	-4%	7%	12%
O=C(CSc1nccn1Cc1ccc(Cl)cc1)NCc1ccccc1	29µM*	0%	/
CCN(C(=O)COC(=O)c1ccco1)c1cccc2ccccc12	-1%	1%	/
O=C(CC1C(=O)N(c2ccccc2)C(=S)N1c1ccccc1)c1ccccc1 (stereo not given)	?	2%	6%
CCc1ccc(N(C(=O)c2snc(C(N)=O)c2N)C(C(=O)NCC2CCCO2)c2ccco2)cc1 (stereo not given)	18µM*	11%	?
COc1cc2c(-c3cc(F)cc(F)c3)c(-c3ccsc3)oc(=O)c2cc1OC	?	-1%	/

Some values from the entries so far.
Value of COc1ccccc1N(C(=O)CNC(=O)c1ccco1)C(C(=O)NC1CCCC1)c1ccncc1 (stereo not given) under DT40 TDP1 no CPT: -4%
Value of Cc1ccc(Nc2nc(NCCCN3CCOCC3)nc(N)c2[N+](=O)[O-])cc1C under DT40 TDP1 no CPT: 18µM*

Going on with the list.
structure	DT40 TDP1 no CPT	TDP1 inh	N370S GC
CCOc1cccc(CNC(=O)c2ccc(N3CCCC3)c(NC(=O)NCc3ccccc3)c2)c1	-35%	6%	/
COCCCNC(=S)NNC(=S)NCCCOC	-16%	-1%	14%
CC1(OC(=O)C2CCCC2)C(=O)C=C2C=C(c3ccc(C#N)cc3)OC=C2C1=O (stereo not given)	2%	7%	2%
CC(C)N1CCN(Cc2ccncc2)CC1CCO (stereo not given)	8%	-6%	1%
O=C(O)CCC(=O)c1ccc2ccc3cccc4ccc1c2c34	/	0%	?
CCC(C)NC(=S)N1CCN(C(c2ccccc2)c2ccccc2)CC1 (stereo not given)	?	4%	3%
CC(=O)N(c1ccc2oc(=O)sc2c1)S(=O)(=O)c1ccc(C)cc1	16µM*	7%	-10%
COC(=O)C1=C(C)N(Cc2ccccc2)C(=NCc2ccccc2)N[C@H]1c1cccc(C(F)(F)F)c1	5.8µM*	1%	/
COc1ccccc1N1CCN(C(=O)CSc2nc3ccccc3nc2Cc2ccc(C)cc2)CC1	?	0%	/
O=C(COc1ccc(/C=C\[N+](=O)[O-])cc1)N1CCOCC1	?	6%	-8%
CC(C)=CC(=O)Nc1cccc(S(=O)(=O)NC2=NCCCCC2)c1	-11%	0%	/
Cc1ccc(Nc2nnc(SCC(=O)Nc3cccnc3Cl)s2)cc1C	?	6%	4%
O=C(COc1ccccc1)Nc1cccc(-c2cn3cccnc3n2)c1	?	2%&7%	?
O=C(NCCO)c1cc2c([nH]c3ccccc32)c(-c2ccccc2)n1	16µM*	/	?
Cc1ccc(NC(=O)[C@H](NC(=O)[C@@H]2Cc3ccccc3CN2)c2ccccc2)cc1	1%	2%	-2%
O=C(Nc1ccc(F)cc1)c1cn(-c2ccccc2)nc1-c1ccncc1	?	1%	?
N/C(CN1CCCC1=O)=N\O	0%	1%	-2%
COc1ccccc1OCCSc1nc2ccccc2c(=O)[nH]1	?	0%	9%
CCc1ccccc1NC(=O)c1noc(C(C)C)c1[N+](=O)[O-]	?	-3%	-19%
COc1ccc(/C=C2\SC(=S)N(CCC(=O)Nc3ccc(C(=O)O)cc3)C2=O)cc1OC	15%	/	-4%
COc1cc(NC(=O)c2cc3c(=O)n(Cc4ccco4)ccc3nc2C)cc(OC)c1OC	0%	5%	/
COc1ccc(Cn2cc(C(=O)c3ccc(F)cc3)c(=O)c3cc4c(cc32)OCCO4)cc1	?	2%	/
O=C(c1ccccc1)c1nn(-c2ccc(Cl)cc2)cc1C(=O)c1cc2ccccc2oc1=O	-22%	2%	/
COC(=O)NC(/C(C(=O)OC)=C(\C)NCc1ccccc1)c1cccc(F)c1 (stereo not given)	/	4%[21 µM]	-15%[12.8 µM]
COc1ccc(N2CC(C(=O)OCC(=O)Nc3cc(C)on3)CC2=O)cc1 (stereo not given)	-10%	9%	-4%
CN(CC(=O)Nc1ccccc1C(F)(F)F)C(=O)c1cc(-c2cccs2)nn1-c1ccccc1	-9%	-2%	10%
O=c1[nH]c(CN2CCOCC2)nc2scc(-c3ccccc3)c12	-6%	5%	-4%
CCCC[C@@H]1C[C@H]1C(NC(=O)c1cccnc1)c1ccc(-c2ccccc2)cc1 (stereo not given in full)	/	6%	2%
CCC(=O)c1c(NC(C)C)cc(C)oc1=O	6%	3%	7%
CCc1sc(C(=O)Nc2ccsc2C(=O)OC)cc1Br	0%	4%	-8%
CCOC(=O)CNc1nc(C#N)nc(N2CCOCC2)n1	?	0%&1%	9%
O=C(CN1CCc2ccccc21)NC(=O)NCc1ccccc1	?	5%	9%
CCn1ccc2cc(S(=O)(=O)N3CCC(C(=O)NCc4ccc(OC)cc4)CC3)ccc21	?	3%	/
COc1ccc(C(=O)NCC(c2cccnc2)N2CCc3ccccc3C2)cc1 (stereo not given)	21µM*	4%	/
Oc1ccc(-c2cnns2)c(O)c1	4.6µM*	0%	-13%
CCOC(=O)c1c(C)[nH]c(C)c1S(=O)(=O)N1CCCC(C(=O)N2CCN(c3ccccc3)CC2)C1 (stereo not given)	?	6%	/
CCc1cccc(NC(=O)Cn2c(=O)n(Cc3ccccc3)c(=O)c3c2c2cc(OC)ccc2n3C)c1	?	-3%	/
CC(=O)c1ccc(OCC(=O)NC2CCCN(Cc3ccccc3F)C2)cc1 (stereo not given)	?	/	1%
COc1cccc(NC(=O)CCCn2c(=O)[nH]c3ccccc3c2=O)c1	-4%	3%	8%
COc1ccc(CNC(=O)Cc2c(C(=O)O)c(C)cn2C)cc1	3%	1%	/
Cc1ccc([C@H]2C(C(=O)O)=CC[C@@H](c3ccc(Cl)cc3)N2S(=O)(=O)c2ccc(C)cc2)cc1	?	1%	/
COc1ccc(-c2c(C)nn3c(N4CCC(C(=O)N5CCCCC5)CC4)cc(C)nc23)cc1OC	-17%	/	1%
Cc1ccccc1CSCCNC(=O)c1ccccc1	?	0%	-21%
CCOc1ccccc1N(CC(=O)Nc1cc(OC)ccc1OC)S(=O)(=O)c1ccccc1	?	/	21%
CCOc1ccc(N(C(C)=O)C2C=CS(=O)(=O)C2)cc1 (stereo not given)	-17%	5%	1%
Cc1cc(C#N)c(SCC(N)=O)nc1-c1ccc(F)cc1	?	0%	3%
O=C(O)CCn1c(=O)c2cccn2c2cccnc21	0%	0%	/
COc1cc(OC)c(NC(=O)N2CCc3cc(S(=O)(=O)N4CCC(C)CC4)ccc32)cc1Cl	8.2µM*	0%	/
CN(C)C(CNC(=O)CCOc1ccccc1)c1ccco1 (stereo not given)	3%	3%	-2%
CC(C)COC(=O)n1c(SCC(N)=O)nc2ccccc21	-21%	5%	8%
Cc1occc1-c1nnc(SCC(=O)Nc2nc(C(C)(C)C)cs2)o1	10µM*	4%	2%
COC(=O)c1sc(N)c(C(=O)OC)c1COC(=O)c1c(C)noc1C	5.2µM*	0%	7%[2.35 µM]
COc1ccc(NC(=O)c2cc(C3CC3)nc3c2c(C)nn3-c2ccc(C)cc2)cc1OC	?	1%	/
Cc1ccc(/C=N/NC(=O)CSc2nnc(-c3ccc(Cl)cc3)n2-c2ccc(Cl)cc2)o1	?	3%	-7%
COc1ccc(C2SCC(=O)N2c2ccc(C)cc2)cc1 (stereo not given)	-2%	/	-6%
CCOC(=O)c1c(C)sc(-c2c(-c3ccc4c(c3)OCCO4)[nH]c3c2c(=O)n(C)c(=O)n3C)c1O	18µM*	-1%	/
Cc1ccc(OCCNC(=O)c2ccccc2F)cc1	-18%	/	-2%
CC(C)(CC(=O)O)CC(=O)N1CCN(c2cc(C(F)(F)F)nc3ccccc23)CC1	2%	/	-7%
Cn1c2ccc(F)cc2c2nnc(NN)nc21	?	4%	-1%
O=C(Nc1ccncc1)c1ccc2c(c1)OCCO2	?	0%	0%
CN(C)S(=O)(=O)c1ccc2c(c1)c(=O)c(C(=O)NCCCN1CCCCCC1)cn2C	-5%	3%	-4%

Bioassay records as filed in PubChem.
